EBI2 block – EBI2 (human) antagonism. P32249. EBI2 beta-arrestin recruitment, luminescence, 7a,25-OHC stimulated. inhibition, % at 5 µM. 360,000 compounds, 0.81% hits. AID 651636; in the data active = inhibition above about 38%;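 note: enzyme fragment complementation signal reports receptor beta-arrestin coupling in cells; 0% = agonist plus DMSO wells and 100% = wells without agonist; some results beyond the cut were filed as inactive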
Target sequence (P32249 whole entry, looked up, the tested form may be a part): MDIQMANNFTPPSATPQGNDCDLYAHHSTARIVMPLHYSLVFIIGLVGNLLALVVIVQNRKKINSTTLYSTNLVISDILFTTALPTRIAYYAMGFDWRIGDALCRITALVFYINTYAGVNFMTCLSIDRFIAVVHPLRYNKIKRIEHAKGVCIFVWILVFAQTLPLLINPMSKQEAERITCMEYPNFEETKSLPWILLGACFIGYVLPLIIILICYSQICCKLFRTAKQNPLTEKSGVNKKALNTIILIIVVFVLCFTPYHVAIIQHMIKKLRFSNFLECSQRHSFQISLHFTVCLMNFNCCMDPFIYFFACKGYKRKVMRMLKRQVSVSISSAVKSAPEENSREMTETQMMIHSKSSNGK
Apaf1 inhib – inhibitors of human Apaf-1 apoptosome; O14727; reconstituted apoptosome caspase-3 activity, DEVD-Rh110 fluorescence; inhibition, % at 20 µM; 330,000 compounds, 0.71% hits; AID 489030; active = inhibition of at least 40% at 20 µM;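 note: plate controls were DMSO wells for no effect and DEVD-CHO caspase inhibitor wells for full effect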
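System: reconstituted apoptosome with Apaf-1, cytochrome c, caspase-9, procaspase-3, dATP; Signal: Rh110 fluorescence intensity; Schedule: 30 min compound preincubation, 50 min activation, room temperature; Reagent: cytochrome c trigger plus (Z-DEVD)2-Rh110 caspase-3 substrate.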
CCR6 antagonist – CCR6 (human) receptor antagonism. P51684. CHO-K1 CCR6 PathHunter beta-arrestin, luminescence, CCL20-stimulated. inhibition, % at 20 µM. 340,000 compounds, 0.49% hits;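 active = compounds whose inhibition of the agonist-driven luminescence signal at 20 µM reaches about 50%, limit read from the data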;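 note: cells stimulated with CCL20 at 14 nM final; plate controls were DMSO with CCL20 for no effect and DMSO without agonist for full effect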
Jurkat NFkB inh – lowers PMA/ionomycin-induced NF-kB signal in Jurkat cells. PMA/ionomycin-induced NF-kB luciferase reporter, luminescence. inhibition, % at 4 µM. 330,000 compounds, 0.53% hits. AID 435003
UBC13 polyUb – human UBC13 polyubiquitination inhibition; inhibition, % at 20 µM; AID 485273; 330,000 compounds, 0.47% hits; UBC13 polyubiquitin chain formation, TR-FRET; in the data active = inhibition above about 45%, passing the limit was not always enough
Target sequence (P61088 whole entry, looked up): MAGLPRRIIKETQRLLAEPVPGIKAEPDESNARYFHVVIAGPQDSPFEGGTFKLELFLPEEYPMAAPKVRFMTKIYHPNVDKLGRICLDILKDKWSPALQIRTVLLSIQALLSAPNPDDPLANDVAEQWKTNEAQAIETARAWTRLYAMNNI
SENP8 block – SENP8 protease inhibition; Q96LD8; purified SENP8, Z-RLRGG-aminoluciferin cleavage, luminescence; inhibition, % at 10 µM; 330,000 compounds, 1.2% hits
Target sequence (Q96LD8 whole entry, looked up): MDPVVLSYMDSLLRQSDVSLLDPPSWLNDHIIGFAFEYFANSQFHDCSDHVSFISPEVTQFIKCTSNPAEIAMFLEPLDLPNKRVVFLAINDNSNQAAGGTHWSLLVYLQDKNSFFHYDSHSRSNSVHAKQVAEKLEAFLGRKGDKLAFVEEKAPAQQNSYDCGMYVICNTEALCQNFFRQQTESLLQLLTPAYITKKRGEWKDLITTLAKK
697 NFkB inh – inhibitors of the PMA/ionomycin-induced NF-kB reporter in 697 B cells | 697 B-cell NF-kB luciferase reporter, 16 h | inhibition, % at 4 µM | 330,000 compounds, 0.33% hits; in the data active = inhibition above about 35%
Gli-Sufu antag – antagonists of Gli-Sufu signaling; 340,000 compounds, 0.74% hits; AID 588413; Sufu-KO-LIGHT fibroblasts, Gli luciferase reporter luminescence; inhibition, % at 5 µM;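 active = inhibition above about 55%, limit read from the data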;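 note: 0% = DMSO-treated cells and 100% = wells with medium but no cells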
Starred values were filed as active, the others as inactive; . = no result given. Cut-off read from the data, not from the text of the source, unless noted: active = inhibition above about 50%; inactive = the rest.

Each structure is followed by: UBC13 polyUb	697 NFkB inh	SENP8 block	Gli-Sufu antag	CCR6 antagonist	EBI2 block	Jurkat NFkB inh	Apaf1 inhib
#1 Cc1ccc(C)c(Cn2nnc3c(=O)[nH]c(C4CCN(S(=O)(=O)c5ccc(S(=O)(=O)N(C)C)cc5)CC4)nc32)c1
→ -1	3	3	17	5	7	6	31
#2 CCOC(=O)CSc1ncc(OC)c(Sc2ccc(Cl)cc2)n1
→ 42	-19	3	-2	1	6	-4	19
#3 CC(=O)C[C@H](O)CC(=O)[C@@H]1OC(=O)[C@@H](C)C/C=C\Cc2ccccc21
→ 1	-7	1	3	2	-5	9	-5
#4 NC(=O)CC(O)c1cccc(Cl)c1 (stereo not drawn)
→ -2	-10	-5	6	-12	-13	5	3
#5 C/C(=N\NC(=O)C(c1ccccc1)c1ccccc1)c1ccc(O)cc1
→ -9	-14	-11	-8	25	-10	-8	15
#6 CC1CC(C)CN(CCC(=O)Nc2cccc(Cl)c2)C1 (stereo not drawn)
→ 9	4	3	2	0	-1	19	-4
#7 Cc1ccc(CNC(=O)Cn2nnc(C(=O)Nc3ccc(Br)cc3)c2N)cc1
→ 3	6	3	-7	1	-7	-1	-6
#8 CCCCN(Cc1cc2ccccc2[nH]c1=O)S(C)(=O)=O
→ 6	5	-2	15	-7	3	3	6
#9 COc1ccc2c(c1)C(C1=C(O)CC(C)(C)CC1=O)C1=C(CC(C)(C)CC1=O)O2 (stereo not drawn)
→ -4	3	-5	-8	7	-8	-3	-1
#10 COc1ccc(N(CC(=O)N/N=C/c2ccc(C(=O)O)cc2)S(=O)(=O)c2ccc(NC(C)=O)cc2)cc1
→ -6	-6	-9	-3	9	8	13	12
#11 O=C(CCc1nc2ccccc2[nH]1)N1CCN(C(=O)c2ccco2)CC1
→ 2	8	-2	-1	1	-5	9	-5
#12 Cc1cc(C)n(-c2ccc(C(=O)Nc3cc(S(=O)(=O)N(C)C)ccc3Cl)cc2)n1
→ -7	-12	-10	23	8	0	21	3
#13 C[C@H](CO)N1C[C@H](C)[C@@H](CN(C)C(=O)Nc2ccc3c(c2)OCO3)Oc2ccc(NC(=O)Cn3cnnn3)cc2C1=O
→ 3	-3	1	10	-1	2	9	11
#14 CCN1CCN(C(=S)c2ccc(O)cc2)CC1
→ 6	2	5	-4	-15	1	5	-17
#15 CCCc1ccc(Oc2cc(Cl)nc(N)n2)cc1
→ 13	-22	-14	-26	6	-1	-33	3
#16 CCc1nnc(NC(=O)CSc2nc3cccnc3n2C2CCCCC2)s1
→ -10	-66	-4	2	10	7	0	19
#17 COC(=O)c1cn(C(=O)c2ccccc2F)nc1N
→ -3	7	1	-3	0	-6	-2	-6
#18 CC(=O)c1ccc(N=c2scc(C)n2C(C)C)cc1
→ -4	-10	6	-45	3	8	-3	-11
#19 Cc1nc(SCC(=O)Nc2c(C)nn(C)c2C)c2cnn(-c3ccccc3)c2n1
→ 0	-3	0	23	2	4	29	8
#20 COc1ccc(/C(O)=C2/C(=O)C(=O)N(CCN(C)C)C2c2ccc(F)cc2)cc1Cl (stereo not drawn)
→ -12	-29	-1	0	-15	-13	-10	15
#21 CC(=O)c1sc(-c2cccc(Cl)c2)nc1C
→ -2	-11	-3	-19	2	-2	-13	14
#22 CCCCN(CC)CCNC(=O)c1cc2c(=O)n(CC)c3ccccc3c2s1
→ 72*	1	3	31	14	-7	-29	6
#23 COc1ccccc1Nc1nnc(SCC(=O)NC2CCCC2)s1
→ -10	18	-13	-3	6	-21	-8	2
#24 COc1ccc(-c2csc(N3C(=O)C4C5c6ccccc6C(c6ccccc65)C4C3=O)n2)cc1 (stereo not drawn)
→ -14	9	-8	-8	10	5	5	8
#25 CCCSc1nnc2nc(C)cc(C)n12
→ 2	10	-3	-7	-14	-7	-1	-6
#26 COCCNC(=O)C1CC(=O)N(c2ccc(OC)cc2)C1c1ccc(OC)cc1 (stereo not drawn)
→ -2	0	5	9	2	-8	-5	-12
#27 C=CCn1c(C)nnc1SCC(=O)Nc1nc(C)c(C(=O)N(C)C)s1
→ -3	13	7	-1	-7	3	6	0
#28 O=C(NCc1ccco1)/C(=C\c1ccc(F)cc1)NC(=O)c1ccco1
→ 5	4	-1	15	-3	-7	-7	-11
#29 COC(=O)c1c(CCl)noc1C(=O)NCC1CCCO1 (stereo not drawn)
→ 7	23	-5	-1	-8	-5	17	-4
#30 CC1(C)NC(=O)N(CC(=O)OCC(=O)c2ccc(Cl)s2)C1=O
→ 1	1	7	-1	19	3	14	-8
#31 N#C/C(=C\c1ccc(/C=C(/C#N)c2nn(CCO)c(N)c2C#N)cc1)c1nn(CCO)c(N)c1C#N
→ 3	19	5	-4	2	-2	12	-13
#32 CC(/C=N/NC(=O)CCn1nnc2ccccc21)=C\c1ccccc1
→ -7	12	-5	-18	10	-2	9	8
#33 O=C(Cc1ccccc1)Nn1c(-c2ccccc2)nc2ccccc2c1=O
→ 3	-16	3	-4	4	-2	2	3
#34 CC1=C(C(=O)OCc2ccccc2)C(c2cccc([N+](=O)[O-])c2)NC(=O)N1C (stereo not drawn)
→ -4	-32	-9	8	15	-4	-9	15
#35 O=[N+]([O-])c1cc([N+](=O)[O-])c(Oc2cc(F)ccc2F)cc1NN1CCCCC1
→ -8	-4	-5	2	14	21	4	11
#36 COc1cc(/C=C(\C#N)C(=O)NC(C)C)ccc1OCc1ccc(C(=O)O)cc1
→ -5	10	4	10	2	-11	1	-27
#37 CCc1nnc(NC(=O)C2CCCN2C(=O)Nc2ccccc2)s1 (stereo not drawn)
→ -1	-7	-5	-3	7	-15	-6	-15
#38 COc1ccc(CC(=O)NC2CCS(=O)(=O)C2)cc1 (stereo not drawn)
→ -6	0	0	5	-22	0	-1	7
#39 CCn1c(SCC(=O)N/N=C/c2ccccc2OCC(=O)O)nnc1-c1ccccc1
→ 7	16	1	3	3	.	3	-9
#40 CCc1nn(C(C)C(=O)NCc2ccc(Cl)cc2)c(=O)c2cc3occc3n12 (stereo not drawn)
→ 2	-6	-4	-7	6	-8	1	10
#41 CCOc1ccc(CC2c3cc(OCC)c(OCC)cc3CCN2C(=O)CN2CCN(C)CC2)cc1OCC (stereo not drawn)
→ 0	-5	-6	8	-4	-3	-7	-1
#42 O=C(Nc1cccc(Cl)c1N1CCOCC1)c1ccc2c(c1)OCCO2
→ 5	0	0	-2	9	10	-5	19
#43 CCCCC(O)(CCCC)C(=O)NN(C(=O)OC)c1ccccc1
→ 4	9	0	9	1	5	15	-11
#44 CC(NC(=O)/C=C/c1ccc(Br)cc1)c1ccc(Cl)cc1 (stereo not drawn)
→ -9	-7	5	13	12	54*	6	12
#45 O=C(Cc1ccc(NC2=NC3CS(=O)(=O)CC3S2)cc1)NCc1ccc(Cl)cc1 (stereo not drawn)
→ 2	0	-1	2	3	-3	6	-2
#46 CCCOc1ccc(C2C(C(=O)c3ccc(C)o3)=C(O)C(=O)N2Cc2ccco2)cc1OCC (stereo not drawn)
→ -18	-17	-5	9	13	1	5	17
#47 Cc1ccc(S(=O)(=O)N(C)C)cc1NC(=O)COC(=O)C1=COCCO1
→ -8	12	-5	8	2	7	8	-7
#48 COc1cc(NS(=O)(=O)c2ccc3ccccc3c2)c2ncccc2c1
→ 4	4	-9	49	13	26	66*	8
#49 CCN(Cc1cnn(C)c1)C(=O)c1cc(COc2ccc3c(c2)CCCC3)on1
→ 9	-36	-8	-1	14	8	-7	13
#50 COc1cccc(-n2c(O)c(C=NCc3ccccn3)c3ccccc3c2=O)c1
→ -5	9	-8	3	10	-7	-6	2
#51 CC1(c2ccccc2)NC(=O)N(CC(=O)NNC(=O)c2cccc(Cl)c2)C1=O (stereo not drawn)
→ 1	8	11	-12	12	3	-3	-3
#52 CCOC(=O)CCNC(=O)CCNC(=O)C(c1ccccc1)c1ccccc1
→ 3	15	-4	4	9	10	3	-1
#53 Cc1ccccc1NC(=S)N1CCC(C(=O)c2ccc(F)cc2)CC1
→ -2	-13	-5	-4	7	-2	-6	-5
#54 COc1ccc(C(=O)OCCCc2cc3ccccc3c(=O)o2)cc1
→ -3	-28	-11	-10	2	-5	-12	2
#55 COc1ccc(S(=O)(=O)Cc2ccc(C(=O)N3CCc4ccccc4C3)o2)cc1
→ -6	-16	-10	-7	9	14	10	9
#56 C(=N\Nc1ccc2nncn2n1)/c1ccccn1
→ -10	18	-6	3	-5	3	13	-22
#57 CC#CCCC(=O)N1C=Cc2ccccc2C1C#N (stereo not drawn)
→ -1	0	-9	-1	-1	-3	-10	10
#58 O=C(CSc1ncn(-c2ccccc2)n1)c1cccs1
→ -3	-90	-8	-54	-2	5	-81	6
#59 COCCn1c(=NC(=O)c2ccc(S(=O)(=O)N3CCCc4ccccc43)cc2)sc2cc(S(C)(=O)=O)ccc21
→ -8	-41	-2	15	13	14	3	1
#60 C=C1[C@@H](OC(C)=O)CC[C@]2(C)[C@@H]1C[C@@H]1C[C@H](OC(C)=O)C(C)=C([C@@H](OC(C)=O)[C@@H]2OC(C)=O)C1(C)C
→ 0	11	-3	6	7	-9	2	19

New compounds follow
Each structure is followed by: UBC13 polyUb	697 NFkB inh	SENP8 block	Gli-Sufu antag	CCR6 antagonist	EBI2 block	Jurkat NFkB inh	Apaf1 inhib
#61 Cn1c(O)c(C(C#N)=C2N=c3ccccc3=N2)c2ccccc21
→ -21	13	5	8	-1	-10	-14	5
#62 Cc1ccc(S(=O)(=O)NCCC(=O)OCC(=O)Nc2cccc(S(=O)(=O)NC3=NCCCCC3)c2)cc1
→ 1	5	-3	.	-2	-6	-4	-6
#63 Cc1cc(C)c2c(=O)n(CC(=O)Nc3ccc(Cl)cc3)sc2n1
→ -10	4	-12	-4	11	8	2	3
#64 Cn1cnnc1SCC(=O)Nc1cc(S(=O)(=O)N2CCCCCC2)ccc1Cl
→ 6	10	-2	-4	7	-17	4	1
#65 Cn1nc([N+](=O)[O-])nc1Oc1ccc2ccccc2c1
→ -11	2	-9	-11	-2	-6	0	-3
#66 Cc1cc(C)c(S(=O)(=O)NCc2cccnc2)cc1C
→ -8	-16	0	-2	3	8	-6	-1
#67 O=C(O)c1cc2ccccc2c2cc(Br)ccc12
→ 14	21	-2	3	-5	-3	-3	2
#68 CCOc1ccc(CCNC(=O)c2ccc(CS(=O)Cc3ccc(Cl)cc3)o2)cc1 (stereo not drawn)
→ -6	-25	2	1	17	46*	6	13
#69 CCCSCCCNC(=O)c1ccc(NC(=O)C2=CSCCO2)cc1
→ -6	-2	5	-9	-8	-8	-8	7
#70 COc1ccc(CC(=O)NCC(=O)N=Nc2c(O)[nH]c3ccccc23)cc1
→ -14	0	2	5	14	-19	14	10
#71 O=C(OC1CCOC1=O)C1CCN(S(=O)(=O)c2ccccc2)CC1 (stereo not drawn)
→ 0	5	-4	4	-5	0	8	-3
#72 CC(C)[C@H](NC(=O)c1ccco1)C(=O)NCc1ccccc1
→ -2	-9	-7	-1	-6	3	1	4
#73 COc1ccc(NC(=O)CN(C)C(=O)CNC(=O)c2cccs2)cc1
→ -2	-6	-7	-2	3	5	2	-5
#74 Cc1cc(Cl)c(C)c(S(=O)(=O)N2CCN(CC(=O)N3CCOCC3)CC2)c1Cl
→ -7	0	-14	-2	5	-9	-2	5
#75 NC(=O)N/N=C(/CCCCCC/C(=N\NC(N)=O)c1ccccc1)c1ccccc1
→ 7	-1	3	4	0	19	6	21
#76 Nc1nonc1C(=O)N/N=C/c1ccc(-c2ccc(Cl)c(C(=O)O)c2)o1
→ -8	3	0	-2	5	-12	-10	-5
#77 CN(Cc1ccccc1Cl)C(=O)C1CC(=O)N(c2ccc3c(c2)OCCO3)C1 (stereo not drawn)
→ -4	-29	-6	-9	12	-14	-15	8
#78 O=C(c1ccco1)N(CCC(c1ccccc1)c1ccco1)Cc1ccc(F)cc1 (stereo not drawn)
→ 6	10	0	9	20	30	5	4

From PubChem

An excerpt; count on the stated rates, not on these rows.
